cardiac RTF act – cardiac RTF calcium sensitization | P19429+P45379 | IANBD-labeled TnC RTF fluorescence at EC20 calcium; 0% EC20 calcium, 100% full calcium | activation, % at 7.2 µM | 340,000 tested, 0.24% active;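 active means activation above the mean over all tested compounds plus 3 SD, cut at about 30% in these data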;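 further: rise in fluorescence read as greater calcium sensitivity of cardiac thin filaments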
PKA-R2B act – activators of human PKA-R2B complex | PKA-R2B holoenzyme dissociation, Cy5-IP20 fluorescence polarization; R2B truncated from residue 108, S112A mutant; 0% DMSO only, 100% 113 µM cGMP | 340,000 tested, 0.079% active | P22694+P31323 | activation, % at 11.4 µM | AID 504700;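 active means activation above a cutoff set at the mean over all compounds plus 3 SD, cut at about 18% in these data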;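 further: higher means more holoenzyme dissociation and a rise in polarization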
SR-BI DiI-HDL act – activators of SR-BI mediated HDL lipid uptake; activation, % at 12.5 µM; CHO ldlA[mSR-BI] cells, DiI-HDL uptake fluorescence, 3 h; 100 = double the neutral-control signal; 320,000 tested, 0.096% active;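 active means mean replicate activation of at least 60% and every replicate at or above 60%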;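 further: 0% = median plate neutral-control signal and 100% = twice that signal; values of inactives mirror those of a sister screen read the other way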
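System: LDL receptor-deficient CHO ldlA cells overexpressing murine SR-BI | Timing: 3 h uptake period with compound, 37 °C | Medium: HEPES-buffered (25 mM, pH 7.4) F12 plus 0.5% BSA | Dosing: Single-point compound dose | Signal: Bottom-read fluorescence, 550/595 nm | Read-out: Retained DiI signal reflecting DiI-HDL uptake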
Keap1 Nrf2 FP – inhibitors of human Keap1-Nrf2 protein-protein interaction. Q14145. Keap1 Kelch-Nrf2 peptide fluorescence polarization, 1536-well. inhibition, % at 9.4 µM. 340,000 tested, 0.15% active. AID 504523; in the data active means inhibition above about 12%;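 further: human Keap1 Kelch domain with fluorescein labeled Nrf2 9mer peptide probe; 0% = neutral control wells and 100% = peptide positive control; higher means more block of Keap1 binding to Nrf2 peptide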
DAGLB inh – diacylglycerol lipase beta (human) inhibition; AID 504411; 340,000 tested, 0.059% active; HEK293T DAGLB membrane lysate, EnzChek fluorogenic substrate; inhibition, % at 5.17 µM; in the data active means inhibition above about 34%;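 further: 0% = enzyme with vehicle and 100% = wells lacking enzyme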
Target sequence (Q8NCG7 whole entry, looked up): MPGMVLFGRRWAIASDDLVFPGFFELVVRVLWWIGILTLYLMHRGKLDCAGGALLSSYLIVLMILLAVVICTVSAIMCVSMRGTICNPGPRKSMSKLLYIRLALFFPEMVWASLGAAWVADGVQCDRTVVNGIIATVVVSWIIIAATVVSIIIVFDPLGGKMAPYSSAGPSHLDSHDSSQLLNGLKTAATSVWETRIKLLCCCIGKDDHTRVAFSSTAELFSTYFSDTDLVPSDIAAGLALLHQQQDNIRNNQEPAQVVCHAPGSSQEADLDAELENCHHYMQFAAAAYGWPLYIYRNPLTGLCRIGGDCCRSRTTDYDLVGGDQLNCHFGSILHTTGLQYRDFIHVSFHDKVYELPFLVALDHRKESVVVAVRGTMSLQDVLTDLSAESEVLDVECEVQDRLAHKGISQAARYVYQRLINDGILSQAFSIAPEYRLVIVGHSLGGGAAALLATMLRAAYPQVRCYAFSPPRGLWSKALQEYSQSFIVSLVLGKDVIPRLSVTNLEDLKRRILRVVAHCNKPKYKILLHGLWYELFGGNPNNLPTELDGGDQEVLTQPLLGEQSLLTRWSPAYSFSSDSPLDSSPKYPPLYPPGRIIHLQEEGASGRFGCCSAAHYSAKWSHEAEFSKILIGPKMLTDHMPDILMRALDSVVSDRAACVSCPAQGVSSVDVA
Cardiac RTF inh – cardiac RTF calcium desensitization; inhibition, % at 7.15 µM; 340,000 tested, 0.12% active; IANBD-labeled cardiac RTF, Ca2+ fluorescence; P19429+P45379;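 active means inhibition above the mean inhibition of all tested compounds plus 3 SD, cut at about 17% in these data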;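 further: assay run at fixed EC70 calcium of 1.6 mM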
CAL PDZ FP-1 – blocks peptide binding to the human CAL PDZ domain | 300,000 tested, 0.92% active | purified CAL PDZ, TMR-peptide fluorescence polarization, 1 h | inhibition, % at 24.9 µM | AID 602252;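 active means mean inhibition of at least 30% with at least half of replicates also reaching 30%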;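 further: 0% = DMSO neutral control and 100% = excess unlabeled competitor peptide PRC23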
LANA DNA inh – inhibitors of KSHV LANA C-terminal domain DNA binding; inhibition, % at 9 µM; MBP-C-LANA/FAM-LBS DNA binding, fluorescence polarization; 340,000 tested, 0.078% active; AID 504423;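 active means highest replicate inhibition at or above 60% at 9 µM, even if other replicates fall short; inactive means all replicates below 60% inhibition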;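 further: 0% = neutral control wells and 100% = 4 µM acridine orange control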
CAL PDZ FP-2 – inhibitors of human CAL PDZ peptide binding; Q9HD26; purified CAL PDZ, TMR-peptide fluorescence polarization, 1 h; inhibition, % at 20 µM; 330,000 tested, 0.02% active; AID 504414;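 active means highest replicate inhibition of at least 40%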;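 further: plate controls were DMSO neutral control wells for no effect and unlabeled competitor peptide control wells for full effect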
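Test system: tagged CAL PDZ domain / Buffer or medium: sodium phosphate/NaCl buffer pH 7.4 with TCEP, IgG, Thesit / Reagent: TMR-labelled reporter peptide T*-PRC34 bound in PDZ groove / Compound dosing: single point, 20 µM / Schedule: 1 h incubation at room temperature before polarization reading / Technique: fluorescence polarization (mP) / Benchmarks: unlabelled peptide, DMSO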
Rtt109 Vps75 – C. albicans Rtt109 histone acetyltransferase inhibition; AID 540336; 330,000 tested, 0.16% active; purified Rtt109/Vps75, ThioGlo CoA-SH fluorescence, 4 h; inhibition, % at 34.9 µM;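 active means inhibition of at least 50% in every replicate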
Target sequence (Q5AAJ8 whole entry, looked up): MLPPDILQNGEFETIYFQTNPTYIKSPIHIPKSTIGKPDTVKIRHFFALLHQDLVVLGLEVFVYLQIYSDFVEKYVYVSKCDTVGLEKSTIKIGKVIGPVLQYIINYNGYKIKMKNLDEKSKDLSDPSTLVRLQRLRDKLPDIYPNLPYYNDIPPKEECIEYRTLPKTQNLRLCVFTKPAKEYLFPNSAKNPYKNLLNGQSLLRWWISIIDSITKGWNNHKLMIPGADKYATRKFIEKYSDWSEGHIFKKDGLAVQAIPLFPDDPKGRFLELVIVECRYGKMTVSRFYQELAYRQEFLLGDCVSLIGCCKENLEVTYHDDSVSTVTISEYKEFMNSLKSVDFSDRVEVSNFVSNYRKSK
* = called active by the depositor; . = not tested or not shown.

#	SMILES	cardiac RTF act	PKA-R2B act	SR-BI DiI-HDL act	Keap1 Nrf2 FP	DAGLB inh
1	CCCN1CCN(S(=O)(=O)c2ccc3c(c2)CCC(=O)N3)CC1	5	-3	18	5	3
2	O=C(O)/C=C/C(=O)NCCNc1ncc(C(F)(F)F)cc1Cl	-7	-2	-1	-2	-2
3	CCOc1ncccc1C(=O)N1CCN(C(=O)c2ccccc2)CC1	-3	6	6	0	-2
4	COc1ccc(-n2nnnc2SCC(=O)N2CCN(C(=O)c3ccco3)CC2)cc1OC	-5	0	6	-6	0
5	COc1ccc(CCNC(=O)CCC(=O)N2CC(C)Oc3ccccc32)cc1OC (stereo unspecified)	1	-10	7	0	-1
6	CCc1nc(Nc2ccccc2O)c2oc3ccccc3c2n1	-2	-3	.	-2	-1
7	O=C(Nc1ccc2oc(=O)ccc2c1)c1cccnc1	-1	12	11	1	0
8	OCCC1CN(Cc2ccccc2-c2ccco2)CCN1Cc1ccccc1 (stereo unspecified)	10	-7	13	-6	-1
9	O=C(CN1CCOCC1)Nc1ncc(Cc2ccccc2Cl)s1	-8	-5	4	-4	-4
10	COc1cccc(/C=N/n2c(-c3cccs3)n[nH]c2=S)c1	-3	7	23	4	-2
11	COC(=O)Cc1ccc(OCC(=O)Nc2ccc(OC(F)(F)F)cc2)cc1	1	-2	31	1	-10
12	C=CCn1c(SCC(=O)NC(N)=O)nnc1-c1cc2c(s1)CCC(CC)C2 (stereo unspecified)	6	-4	-13	-6	0

#	Cardiac RTF inh	CAL PDZ FP-1	LANA DNA inh	CAL PDZ FP-2	Rtt109 Vps75
1	-11	46*	2.8	-0.7	-10
2	-4	-7	-0.3	-1.7	3
3	-9	-1	-1.7	1.6	4
4	-1	-2	-0.8	0.0	1
5	-5	-2	-0.9	-1.6	-2
6	-1	4	-1.5	0.1	5
7	4	-3	0.4	-3.0	-4
8	8	0	-1.0	0.2	2
9	-19	-2	0.6	-2.7	-1
10	10	-18	-0.1	-0.6	2
11	-4	-2	0.5	-0.2	-10
12	-6	-2	-0.6	1.2	-5

Next part:
#	SMILES	cardiac RTF act	PKA-R2B act	SR-BI DiI-HDL act	Keap1 Nrf2 FP	DAGLB inh
13	Cc1ccc(C)n1-c1sc2c(c1C#N)CCCC2	-8	-17	-4	-2	-3
14	COc1cc(Cn2ccnc2)c(OC)cc1Cn1ccnc1	-3	11	2	1	3
15	CCNC(=S)N1CCCC(C(N)=O)C1 (stereo unspecified)	-1	-7	21	0	0
16	Cc1ccc(S(=O)(=O)CCc2nnc(NC(=O)COc3cccc(C)c3)s2)cc1	-2	-16	-14	3	1
17	O=C(NCc1cccnc1)c1cccs1	-6	-3	26	-2	0
18	COc1ccc(NC(=O)C(c2ccc(C)cc2)N(C)C(=O)Cc2cccs2)cc1 (stereo unspecified)	20	-3	-14	-5	-2
19	O=C1CSC(=S)N1c1ccccc1	2	-6	5	-3	-2
20	COc1cc([N+](=O)[O-])ccc1NC(=O)CCN1C(=O)C2C3CCC(C3)C2C1=O (stereo unspecified)	10	10	-19	-6	-3
21	Cn1c(SCCS(=O)(=O)c2ccc(Cl)cc2)nnc1-c1ccccc1	-5	-2	3	2	-1
22	CSc1nnc2c3ccccc3c3ccccc3c2n1	4	0	-6	-2	0
23	O=C(CN1CCOCC1)N1CCCc2ccccc21	2	1	28	-4	0
24	CCCCN(C(=O)CN1CCOCC1)c1c(N)n(CC(C)C)c(=O)[nH]c1=O	0	-1	-3	2	0

#	Cardiac RTF inh	CAL PDZ FP-1	LANA DNA inh	CAL PDZ FP-2	Rtt109 Vps75
13	-2	6	0.6	-1.2	26
14	-3	-2	1.1	-2.2	5
15	-2	1	-2.5	-2.1	1
16	-12	.	-0.4	-1.3	.
17	9	3	-1.3	-2.0	0
18	-9	-3	-0.8	-1.5	10
19	3	-10	2.1	-0.7	-5
20	-4	.	-1.8	0.1	0
21	5	.	1.7	-0.5	2
22	6	1	0.5	-1.9	-1
23	-5	-1	3.1	-2.1	5
24	10	0	-2.4	-2.7	9

(listing goes on)
#	SMILES	cardiac RTF act	PKA-R2B act	SR-BI DiI-HDL act	Keap1 Nrf2 FP	DAGLB inh
25	COc1ccccc1NC(=O)C1CCN(c2ncnc3c2nc2n3CCCCC2)CC1	-2	-9	-25	2	-1
26	CCN(CC)CCNc1ncnc2c1sc1nc(N3CCOCC3)c3c(c12)CCCC3	-4	-7	3	-1	0
27	CCc1ccc(N(C(=O)c2csnn2)C(C(=O)NC2CCCC2)c2cccnc2)cc1 (stereo unspecified)	1	1	.	-1	-4
28	Cc1ccc(C)c(NS(=O)(=O)c2c(C)nn(C)c2C)c1	-1	-14	16	2	3
29	CN1c2ccccc2N(C)C1(C)c1ccccc1	5	-6	3	5	1
30	O=C(Nc1ccc(Cl)cc1)N(Cc1cccs1)Cc1cccs1	2	-11	-4	-3	-13
31	O=C(NCc1cccs1)C1CC(=O)N(c2ccccc2)C1 (stereo unspecified)	6	11	8	-5	-1
32	Cn1cc(Cl)c(C(=O)NNC(=S)NC2CCCCC2)n1	6	-2	32	-2	1
33	O=C(c1cc(S(=O)(=O)N2CCOCC2)ccc1F)N1CCc2ccccc21	-2	-7	-31	1	1
34	COc1ccc(N2CCN(C(=O)c3cccc(NC4=NC5CS(=O)(=O)CC5S4)c3)CC2)cc1 (stereo unspecified)	-1	1	0	-4	3
35	CCOC(=O)C(C(=O)OCC)C(Nc1cccc(Br)c1)c1ccccc1 (stereo unspecified)	-3	1	13	-7	-2
36	O=C(c1cc(COc2ccc(F)cc2Cl)on1)N1CCCCC1c1cccnc1 (stereo unspecified)	-10	-11	-14	1	-1

#	Cardiac RTF inh	CAL PDZ FP-1	LANA DNA inh	CAL PDZ FP-2	Rtt109 Vps75
25	-2	2	-0.8	-1.1	7
26	9	-12	-11	-6.8	2
27	-2	0	-0.2	-0.3	9
28	0	1	0.0	0.6	3
29	-16	-1	11	-0.4	-2
30	9	-5	-1.9	-1.4	-10
31	-2	-3	-0.9	-0.8	-3
32	-7	-7	1.5	-0.1	1
33	-1	-4	1.2	-1.1	10
34	-1	2	1.7	-1.2	9
35	1	15	-1.1	-0.5	3
36	-4	-5	-1.1	-1.0	6

Given in transposed form: part of the list above
30	O=C(Nc1ccc(Cl)cc1)N(Cc1cccs1)Cc1cccs1
31	O=C(NCc1cccs1)C1CC(=O)N(c2ccccc2)C1 (stereo unspecified)

Compound | 30 | 31
cardiac RTF act | 2 | 6
PKA-R2B act | -11 | 11
SR-BI DiI-HDL act | -4 | 8
Keap1 Nrf2 FP | -3 | -5
DAGLB inh | -13 | -1
Cardiac RTF inh | 9 | -2
CAL PDZ FP-1 | -5 | -3
LANA DNA inh | -1.9 | -0.9
CAL PDZ FP-2 | -1.4 | -0.8
Rtt109 Vps75 | -10 | -3

Reprinted at random: 3 entries already listed.
#	SMILES	cardiac RTF act	PKA-R2B act	SR-BI DiI-HDL act	Keap1 Nrf2 FP	DAGLB inh
32	Cn1cc(Cl)c(C(=O)NNC(=S)NC2CCCCC2)n1	6	-2	32	-2	1
35	CCOC(=O)C(C(=O)OCC)C(Nc1cccc(Br)c1)c1ccccc1 (stereo unspecified)	-3	1	13	-7	-2
34	COc1ccc(N2CCN(C(=O)c3cccc(NC4=NC5CS(=O)(=O)CC5S4)c3)CC2)cc1 (stereo unspecified)	-1	1	0	-4	3

#	Cardiac RTF inh	CAL PDZ FP-1	LANA DNA inh	CAL PDZ FP-2	Rtt109 Vps75
32	-7	-7	1.5	-0.1	1
35	1	15	-1.1	-0.5	3
34	-1	2	1.7	-1.2	9

(listing goes on)
#	SMILES	cardiac RTF act	PKA-R2B act	SR-BI DiI-HDL act	Keap1 Nrf2 FP	DAGLB inh
37	Cc1nn(CC(=O)Nc2ccc(S(N)(=O)=O)cc2)c(=O)c2ccccc12	0	6	2	3	0
38	COCCNC(=O)c1c[nH]c2ccc(S(=O)(=O)N(C)c3ccc(C)c(C)c3)cc2c1=O	-5	5	23	3	-2
39	c1cc(N2CCCCC2)nc(N2CCCCC2)n1	-2	1	31	1	-1
40	OC1(C2(O)CC(c3ccccc3)ON2)CCCCC1 (stereo unspecified)	10	-4	-5	-2	1
41	CC(=O)c1sc(=S)n(-c2ccc(Cl)cc2)c1C	6	-10	29	-5	-4
42	O=C(c1cccc(NS(=O)(=O)c2ccccc2)c1)N1CCCC1	3	-12	24	-3	-1
43	Cc1cc2nn(-c3ccc(F)cc3)nc2cc1N	-1	-4	-32	-5	4
44	CCOC(=O)C1C(c2ccccc2O)NC(=O)NC1(O)C(F)(F)F (stereo unspecified)	-2	-2	.	-4	1
45	COc1ccc(/C=N/NC(=S)Nc2ccccc2)cc1	2	-1	11	1	0
46	Cc1cccc(OC(=O)c2cn(C)nc2C(F)(F)F)c1C	5	0	10	0	-3
47	Cn1c(SCC(=O)Nc2cccnc2Cl)nnc1-c1ccco1	0	-5	1	-7	0
48	c1cncc(-c2nn[nH]n2)c1	3	3	3	4	0
49	ClCCn1cnc2c(SCc3ccccc3)ncnc21	-2	-7	-2	3	-2
50	COCCNC(=S)c1ccc(Br)cc1	-1	-2	.	-4	1

#	Cardiac RTF inh	CAL PDZ FP-1	LANA DNA inh	CAL PDZ FP-2	Rtt109 Vps75
37	-10	7	0.6	1.4	-1
38	-6	2	-0.2	-3.5	-5
39	1	.	1.6	-1.0	0
40	7	-5	2.6	3.3	10
41	4	-5	-0.5	-2.8	3
42	1	3	-1.8	-2.2	4
43	3	1	-1.9	0.0	-8
44	1	0	0.4	-0.6	-17
45	3	-1	-0.8	0.0	-5
46	-1	.	-0.1	-1.4	-2
47	-2	18	-1.0	-0.9	-3
48	-4	0	0.9	-0.4	-4
49	11	.	-0.5	-1.4	7
50	-5	-4	-3.3	-2.8	1
